APJ antagonist: antagonists of human APJ apelin receptor; CHO-K1 APJ beta-arrestin complementation, luminescence; inhibition, % at 20 µM; actives 0.32% (n = 330,000); AID 2521;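 active means inhibition above about 40% at 20 µM, limit read from the data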;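 further: cells challenged with 10 nM apelin-13 agonist together with compound; plate controls were apelin-13 plus DMSO wells for no effect and DMSO wells lacking apelin-13 for full effect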
Target sequence (P35414 whole entry, looked up): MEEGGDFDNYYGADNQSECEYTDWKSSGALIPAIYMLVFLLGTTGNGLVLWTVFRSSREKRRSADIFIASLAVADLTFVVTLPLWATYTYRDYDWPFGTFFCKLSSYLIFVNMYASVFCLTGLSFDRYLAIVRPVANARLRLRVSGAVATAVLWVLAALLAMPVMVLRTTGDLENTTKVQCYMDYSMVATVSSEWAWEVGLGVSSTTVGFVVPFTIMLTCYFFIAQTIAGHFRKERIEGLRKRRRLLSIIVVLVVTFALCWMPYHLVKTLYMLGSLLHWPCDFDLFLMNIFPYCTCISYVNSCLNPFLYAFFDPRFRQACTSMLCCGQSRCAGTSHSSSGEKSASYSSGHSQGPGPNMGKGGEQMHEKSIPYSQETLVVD
MPTP block: permeability transition pore inhibition; isolated mouse mitochondria, Ca2+ swelling absorbance, 30 min; inhibition, % at 10 µM; actives 1.4% (n = 360,000); AID 602449;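 active means inhibition of 50% or more, scaled per plate between neutral and stimulator controls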;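 further: 0% = DMSO wells given calcium and 100% = 1 mM EGTA wells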
NR3A LBD binder: modulates the human NR3A ligand-binding domain; NR3A LBD differential scanning fluorimetry, Tm shift; 0% = protein alone, 100% = glycine-bound protein; Tm shift relative to glycine control, % at 25 µM; actives 2.5% (n = 340,000); AID 1259313;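 active means melting temperature shift of at least 10% of the positive control shift, at one fixed dose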
MIN6 prolif: induces beta-cell replication in MIN6 cells; MIN6 cells proliferation, ATPlite luminescence, 48 h; cells starved in 0.2% serum; 100% = growth in 10% serum; proliferation, % at 10 µM; actives 0.29% (n = 330,000); AID 2380;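 active means compounds whose signal lies at least 3.5 SD above the mean of all wells on their plate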;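 further: 0% = DMSO-treated cells in low-serum medium and 100% = 10% serum control; some compounds called inactive have numbers as strong as hits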
TIM10 inh: growth inhibitors of TIM10 yeast strain | S. cerevisiae TIM10 strain growth, BacTiter-Glo luminescence, 24 h | inhibition, % at 10 µM | actives 1.4% (n = 330,000);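 active means inhibition of 40% or more at the single tested concentration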;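 further: wild-type TIM10 isogenic control strain grown at permissive 25 °C; 0% = DMSO yeast wells and 100% = minimal medium wells without yeast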
tim10-1 inh: growth inhibitors of tim10-1 mutant yeast; S. cerevisiae tim10-1 ts strain growth, BacTiter-Glo, 24 h; inhibition, % at 20 µM; actives 2.2% (n = 330,000);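 active means inhibition of at least 40%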;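 further: mutant grown at 25 °C; 0% = DMSO wells with yeast and 100% = wells holding no yeast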
tim23-1 inh: growth inhibitors of tim23-1 mutant yeast. actives 1.3% (n = 330,000). S. cerevisiae tim23-1 growth, BacTiter-Glo luminescence, 24 h. inhibition, % at 20 µM. AID 463212;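 active means growth inhibition of the mutant yeast at or above 50%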;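 further: temperature-sensitive mutant grown at 25 °C; plate controls were DMSO-treated mutant yeast for no effect and medium wells lacking yeast for full effect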
NALP3 yeast inh: blocks the NALP3 inflammasome reconstituted in yeast | AID 2825 | inhibition, % at 10 µM | Yeast reconstituted NLRP3/ASC/caspase-1, beta-gal luminescence, 24 h | actives 0.39% (n = 330,000);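 active means inhibition of 50% or more; inactive means inhibition below 50%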;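 further: plate controls were induced DMSO wells for no effect and uninduced yeast grown without galactose for full effect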
APJ ag: agonists of human APJ apelin receptor; CHO-K1 APJ PathHunter beta-arrestin, luminescence; 0% DMSO wells, 100% apelin; actives 0.11% (n = 330,000); P35414; activation, % at 20 µM;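 active means activation more than six SD over the plate average, tested at 20 µM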;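 further: 0% = DMSO alone and 100% = apelin-13 at 10 nM; some results filed as inactive read as strong as hits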
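Assay system: CHO-K1 APJ beta-arrestin complementation cell line / Compound: single test compound dose, 20 µM final, 1% DMSO / Times: overnight seeding, 90 min compound at 25 °C, 1 h detection / Technique: beta-gal luminescence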
Active calls of the source: *; & = joins results of further samples; ! = not confirmed by another sample. Not all compounds are listed. The share of hits here may be higher or lower than overall.

SMILES	APJ antagonist	MPTP block	NR3A LBD binder	MIN6 prolif	TIM10 inh	tim10-1 inh	tim23-1 inh	NALP3 yeast inh	APJ ag
NCc1cc(=O)[nH]o1	8.7	-0.6	0.6	-1.6	2.1	-15.0	-22.1	8.0	-0.2
Cc1ccc(-c2nc(N(C)C3CCN(C)CC3)c3ccccc3n2)cc1	15.7	1.6	-2.8	-4.3	25.3	24.5	-0.5	3.2	-3.7
O=Cc1cn(Cc2cccc(F)c2)c2ccccc12	2.6	-1.3	0.0	0.0	-7.7	11.8	14.9	32.8	0.0
COC(=O)C1=C(c2ccc(S(C)(=O)=O)cc2)C[C@@H]2CC[C@H]1N2C(=O)NCCO	10.9	-1.8	4.2	-1.1	11.1	5.0	6.0	1.4	-4.2
Cc1cccc(N=Cc2c(O)n(C)c(=O)n(C)c2=O)c1	15.9	0.9	0.7	-2.9	15.9	8.2	18.1	1.0	0.1
O=C(NCNC(=O)NC1C(=O)NC(=O)N1CO)NC1C(=O)NC(=O)N1CO (configuration not stated)	0.2	-1.5	-4.7	-0.8	2.7	-3.1	0.9	26.5	2.1
Cc1ccsc1CNCCc1ccc(F)cc1	13.5	0.4	-2.3	0.0	2.6	-9.7	-1.9	14.1	0.4
O=C(Cc1ccccc1)N1CCN(CCCc2ccccc2)CC1	-1.5	3.3	1.3	1.1	-4.4	16.2	4.1	15.3	-0.7
O=C(Nc1ccc(F)cc1F)c1cccnc1Oc1cccc(C(F)(F)F)c1	17.0	1.6	3.4	1.0	-6.9	11.7	7.7	8.5	-0.6
CC(C)N(CC#CCC1(O)c2ccccc2-c2ccccc21)C(C)C	10.8	16.4	-6.6	-1.2	0.7	-6.8	-3.6	8.4	-1.6
Nc1nonc1OCCCCOc1nonc1N	-36.4	-2.3	-1.2	-0.6	-30.7	9.0	0.9	1.7	-0.5
Fc1ccc(C2N3CCCN23)cc1 (configuration not stated)	1.2	-0.3	-2.5	0.5	0.9	-13.4	14.7	17.9	0.0
CC(Cc1ccccc1Sc1ccccc1)N(C)C (configuration not stated)	11.5	2.0	-1.9	0.6	-1.3	14.3	5.4	26.1	0.2
O=C1NC(=O)N(Cc2ccccc2)C(=O)/C1=C/C=C/c1ccco1	-16.0	-1.1	2.8	-7.2	-6.0	14.1	8.9	14.5	1.3
Cn1c(=O)n(CC(=O)N2CCC3(CC2)OCCO3)c(=O)c2ccccc21	0.8	0.1	0.9	-1.2	2.6	-6.7	11.1	-3.5	-1.6

Shown as comma-separated lines: entries from further up
Compound,APJ antagonist,MPTP block,NR3A LBD binder,MIN6 prolif,TIM10 inh,tim10-1 inh,tim23-1 inh,NALP3 yeast inh,APJ ag
Cc1ccsc1CNCCc1ccc(F)cc1,13.5,0.4,-2.3,0.0,2.6,-9.7,-1.9,14.1,0.4
Nc1nonc1OCCCCOc1nonc1N,-36.4,-2.3,-1.2,-0.6,-30.7,9.0,0.9,1.7,-0.5

Additional structures.
SMILES	APJ antagonist	MPTP block	NR3A LBD binder	MIN6 prolif	TIM10 inh	tim10-1 inh	tim23-1 inh	NALP3 yeast inh	APJ ag
Cc1ccc(-c2nc3ccccc3c(=O)n2-c2cccnc2)cc1	14.9	-1.7	1.7	0.0	2.9	17.3	14.9	37.3	3.4
CCCC(=O)NC(Oc1ccc(C(C)=O)cc1)C(Cl)(Cl)Cl (configuration not stated)	-10.2	-0.3	-2.7	-0.3	0.7	0.8	9.2	-4.0	-1.6
CC(=O)NC(Cc1ccc(N(CCCl)CCCl)cc1)C(=O)NCC(=O)NCC(=O)O (configuration not stated)	-1.9	0.3	3.1	-4.8	-15.4	4.6	3.1	-4.2	-1.7
Cc1ccc2c(c1)CC1(CN2C)C(=O)NC(=O)N(C(C)C)C1=O (configuration not stated)	1.2	-1.0	-1.8	-0.9	15.8	8.7	3.1	-10.9	-8.1
CCOC(=O)[C@]1(C#N)[C@@H]2C=CC(C(C)=O)=CN2[C@@H](C(N)=O)[C@@H]1c1ccsc1	-8.5	-1.3	-3.1	-3.1	-1.0	-5.5	-0.8	13.5	0.4
CCCCOc1nc2ccccc2c(=O)n1-c1ccccc1	4.4	2.3	13.1*	-0.3	9.1	4.3	27.9	0.1	-2.6
Cn1cc(C(=O)N2CCC3(CC2)OCCO3)c2c3ccccc3n(C)c2c1=O	7.7	-1.1	-13.8	2.4	7.8	6.2	5.9	-16.1	-0.7
O=C(COc1ccc2ccccc2c1)N1CCN(CC2CC3C=CC2C3)CC1 (configuration not stated)	0.2	-2.3	3.5	0.6	13.4	27.9	-1.9	31.8	-2.6
O=C1CSC2N1CCNC21CCCCC1 (configuration not stated)	2.6	24.5	-0.2	-1.6	-2.7	-5.1	5.5	-1.6	-3.5
C[n+]1ccc(-c2ccncc2)cc1	6.5	0.3	3.9	-2.5	7.6	12.7	19.8	14.4	2.6
COc1cccc(-n2c(O)c(C=NCCN3CCOCC3)c(=O)[nH]c2=O)c1	13.5	13.3	1.0	-0.9	1.5	5.2	-4.5	24.0	-1.8
COc1cccc(N2C(=O)CC(=O)NC2=O)c1	4.7	1.3	1.5	-0.7	-21.7	11.9	1.0	29.0	3.2
COc1ccccc1-n1c(O)c(C=NCCCn2ccnc2)c(=O)[nH]c1=O	14.0	-5.8	-0.6	-4.3	-6.5	-2.7	5.8	9.5	-2.8
CN1CCN(Cc2ccc(N)cc2)CC1	6.3	5.3	0.5	-1.1	-6.7	-19.7	-0.9	11.4	-2.5
COc1cc(CN2CC=C(c3ccc(F)cc3)CC2)cc(OC)c1	-2.7	0.6	-0.9	-2.1	-10.2	-1.7	9.0	-10.0	1.9
CC(CCc1ccccc1)NCCC#N (configuration not stated)	15.4	2.1	-1.3	-0.1	2.1	-9.9	7.6	13.4	1.4
N[C@@H](Cc1c[nH]c2ccccc12)c1nnc(SCc2c(F)cccc2Cl)o1	-9.0	0.5	0.0	-0.1	21.7	29.6	39.2	1.0	0.9
CC(C)OC(=O)Cc1ccccc1	-1.4	-1.0	0.1	-1.9	4.3	1.9	8.5	-5.2	-3.7
COc1ccccc1N1CCN(Cc2cc(C)c(C)cc2O)CC1	23.9	3.3	-0.1	-2.3	3.8	26.1	22.6	-0.4	2.4
Cc1c(C)c2ccc(OCC(=O)N3CCC(C(=O)O)(c4ccccc4)CC3)cc2oc1=O	3.2	0.4	-0.5	1.2	7.6	5.4	-0.4	-17.0	-4.1
CC1CN(c2cc([N+](=O)[O-])ccc2Cl)CC(C)N1 (configuration not stated)	14.5	0.6	-0.8	-1.8	21.7	5.2	-9.9	-9.0	-2.9
Oc1cc2c(cc1CN1CCN(c3ccccc3)CC1)OCO2	-7.8	-2.4	1.3	-0.9	6.3	-11.8	5.0	12.0	-1.7
COc1ccc(Cl)cc1C(=O)C1CCCN(Cc2cnc(C)s2)C1 (configuration not stated)	6.3	-1.0	-1.3	2.2	-13.5	6.1	12.6	22.3	-2.8
COc1ccc(C2SCC(=O)Nc3c2c(=O)[nH]n3C2CCCCCC2)cc1 (configuration not stated)	13.4	-0.3	-2.1	-2.6	6.8	10.3	-2.8	12.2	-5.4
CCOC(=O)C1=C(C)N(C)C2(C)CC1c1ccccc1O2 (configuration not stated)	5.7	2.2	0.1	3.6	1.0	13.0	8.3	20.2	1.5
NC(=O)OCCCc1ccccc1	5.4	-0.9	2.0	-4.7	4.6	-0.6	-14.3	24.1	0.3
CC(C)(C)n1c(O)c(C=Nc2ccc3c(c2)CCC3)c(=O)[nH]c1=O	10.0	-1.6	-2.2	-2.4	18.3	26.9	18.8	6.0	-5.3
O=c1c2ccccc2nc(-c2ccco2)n1-c1ccccn1	14.3	-2.9	0.8	-1.8	4.4	-0.3	16.1	7.2	-1.5
Cc1cc(O)c(CN2CCN(c3ccccc3)CC2)cc1C	-1.2	-1.5	3.4	0.3	5.7	27.5	2.5	21.8	-1.8
O=C(Cc1ccccc1[N+](=O)[O-])N1CCN(Cc2ccc3c(c2)OCO3)CC1	14.8	-0.8	-0.2	-2.4	-26.3	6.3	10.9	12.6	-3.2
COc1ccc(Cc2c(O)[nH]c(=O)[nH]c2=O)c(OC)c1	-11.1	1.8	-1.6	0.2	-26.9	-2.2	4.0	18.8	-0.3
Cc1cccc(OP(=O)(Oc2ccccc2)OC(c2ccccc2)C(F)(F)F)c1 (configuration not stated)	12.8	-0.3	1.6	-5.9	19.0	12.2	12.2	17.3	-2.9
N#Cc1c(/N=C/c2ccc(O)cc2O)sc2c1C1CCN2CC1	42.3*	3.6	-5.6	-2.3	17.1	6.8	12.5	20.3	-7.3
O=C1NC(=O)N(CCC2=CCCCC2)C(=O)/C1=C/c1ccc(O)cc1	2.2	7.6	1.4	2.0	10.8	28.3	26.9	23.0	-1.7
Cc1sc2nc(COC(=O)Cc3ccccc3)[nH]c(=O)c2c1C	1.2	2.4	0.5	-3.8	19.4	33.5	29.4	16.5	-3.9
Cc1c(C)c2ccc(OCC(=O)N3CCN(Cc4ccccc4)CC3)cc2oc1=O	0.3	0.2	-1.5	-2.3	5.1	10.0	8.5	16.8	-0.3
Oc1ccc(C2NCc3ccccc3-n3cccc32)cc1Cl (configuration not stated)	5.6&-3.2	83.9*!	0.4&0.0	-1.0&-2.1	19.0&18.6	44.2*!	23.6&21.9	32.4&14.5	-7.0&1.1
O=C(C1CCC(=O)N1C1CCCCC1)N1CCC2(CC1)OCCO2 (configuration not stated)	15.6	-0.2	-11.4	-0.9	-0.6	-3.6	-2.5	6.5	1.6
CC1(C)CN=C(Nc2ccc(F)c(Cl)c2)S1	5.3	3.1	0.4	-0.1	16.4	13.8	16.3	14.0	-3.6
CCCCn1c(C)c(C(=O)OCC)c2c(CN3CCCC3)c(O)ccc21	5.7	1.1	0.0	-5.2	3.5	22.9	14.8	1.5	-3.0
NCCc1ccc(OCc2ccccc2)c(OCc2ccccc2)c1	10.3	8.5	0.5	-7.6	-16.9	-6.1	13.8	22.8	-4.4
Cc1ccc(N2CCN(CCc3ccccc3)CC2)cc1	-8.4	-0.2	0.9	-1.1	9.4	14.1	25.9	11.3	4.2
COC(=O)C1=C(c2ccccc2)C[C@@H]2CC[C@H]1N2C(=O)NC(C)C	8.4	-0.6	2.9	3.2	6.4	8.7	9.8	27.9	-4.6
CCCCCn1c(NC(=O)c2ccco2)c(C(=O)OCC)c2nc3ccccc3nc21	49.2*	2.8	-2.2	-0.8	29.8	34.8	32.9	-2.0	-10.5
Cc1nc2ccccc2c(=O)n1-c1ccc(C(=O)O)cc1	28.2	2.5	-1.2	-3.7	-1.9	-5.8	-3.5	2.1	-1.6
CCCCCc1nc2ccccc2c(=O)n1-c1ccc(Cl)cc1[N+](=O)[O-]	7.0	3.3	1.6	-2.9	0.1	3.6	-10.8	1.9	-2.1
O=C(c1cccc2ccccc12)C1CCCN(Cc2ccon2)C1 (configuration not stated)	-14.8	1.3	-1.3	-2.9	-12.9	12.7	16.5	31.2	-1.8
Cc1c2cnn(CC(=O)N3CCC4(CC3)OCCO4)c(=O)c2c(C)n1Cc1ccccc1	12.2	-1.9	0.1	1.1	5.0	-1.6	4.5	18.0	-2.8
CCOC(=O)c1c(C)n(Cc2ccco2)c2ccc(O)cc12	-5.1	0.6	1.8	0.2	-11.4	23.8	-4.2	1.5	-0.3
CCN1CCN(c2cn[nH]c(=O)c2Cl)CC1	-4.3	-2.6	-0.2	-1.2	10.2	1.5	-2.1	13.1	-4.8

Compound activity deposited in PubChem by Sanford-Burnham Center for Chemical Genomics.
